Bioassay records (PubChem BioAssay)
OXTR agonist: activates the human oxytocin receptor | hit rate 0.32% among 320,000 | AID 2435 | activation, % at 3 µM | CHO-OTR cells, Fluo-8 calcium fluorescence; normalized: DMSO 0%, oxytocin 100%;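 active = activation above the mean of all tested compounds plus 3 SD, cutoff set per screening run, cut at about 20% in these data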;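 also: peak over basal fluorescence ratio from a 100 s FLIPR kinetic read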
Target sequence (P30559 whole entry, looked up): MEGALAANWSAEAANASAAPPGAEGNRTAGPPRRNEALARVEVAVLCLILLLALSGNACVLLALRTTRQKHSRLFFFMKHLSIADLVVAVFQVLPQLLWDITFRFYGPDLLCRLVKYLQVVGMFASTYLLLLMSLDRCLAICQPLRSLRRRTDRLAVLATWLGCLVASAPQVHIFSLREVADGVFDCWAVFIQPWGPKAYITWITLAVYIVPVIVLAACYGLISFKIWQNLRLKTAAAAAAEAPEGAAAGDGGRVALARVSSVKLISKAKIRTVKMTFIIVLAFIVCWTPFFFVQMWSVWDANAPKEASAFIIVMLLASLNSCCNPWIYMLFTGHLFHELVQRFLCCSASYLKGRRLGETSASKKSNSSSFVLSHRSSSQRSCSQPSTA
FID counter: fluorescent intercalator displacement, NS3 helicase counter-screen. DNA fluorescent intercalator displacement, fluorescence. inhibition, % at 7.9 µM. hit rate 0.17% among 290,000; in the data active = inhibition above about 37%;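 also: 0% = vehicle and 100% = reference compound; higher means more ethidium bromide displaced from hairpin DNA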
GPR7 antag: human neuropeptides B/W receptor 1 antagonism. GPR7-expressing cells, fluorescence antagonist assay. hit rate 1.1% among 290,000. P48145. AID 1861. inhibition, % at 4.4 µM; in the data active = inhibition above about 16%, passing the limit was not always enough;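 also: cells stimulated with the agonist NPW; 0% = agonist with vehicle and 100% = vehicle without agonist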
Target sequence (P48145 whole entry, looked up): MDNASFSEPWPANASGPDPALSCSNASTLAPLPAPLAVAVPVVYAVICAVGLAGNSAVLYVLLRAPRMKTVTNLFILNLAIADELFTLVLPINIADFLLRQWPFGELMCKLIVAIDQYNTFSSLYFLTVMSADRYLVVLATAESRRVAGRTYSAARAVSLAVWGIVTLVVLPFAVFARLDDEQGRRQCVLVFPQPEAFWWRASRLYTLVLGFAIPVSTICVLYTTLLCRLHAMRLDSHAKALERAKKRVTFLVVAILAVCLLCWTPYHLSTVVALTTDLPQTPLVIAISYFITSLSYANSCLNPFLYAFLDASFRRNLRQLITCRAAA
GalR3 antag: human GalR3 antagonism; O60755; HEK293 GalR3-CNG cAMP membrane potential fluorescence; galR3 body fused to GalR1 C-terminus; inhibition, % at 3 µM; hit rate 0.44% among 360,000; AID 651719;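 active = inhibition above the screen-wide average plus 3 SD, cut at about 13% in these data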;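 also: forskolin and galanin both at EC90 stimulate the cells; cAMP rise reported by CNG channel membrane potential dye signal; 0% = forskolin plus galanin with DMSO and 100% = forskolin alone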
Target sequence (O60755 1-299 limits assumed): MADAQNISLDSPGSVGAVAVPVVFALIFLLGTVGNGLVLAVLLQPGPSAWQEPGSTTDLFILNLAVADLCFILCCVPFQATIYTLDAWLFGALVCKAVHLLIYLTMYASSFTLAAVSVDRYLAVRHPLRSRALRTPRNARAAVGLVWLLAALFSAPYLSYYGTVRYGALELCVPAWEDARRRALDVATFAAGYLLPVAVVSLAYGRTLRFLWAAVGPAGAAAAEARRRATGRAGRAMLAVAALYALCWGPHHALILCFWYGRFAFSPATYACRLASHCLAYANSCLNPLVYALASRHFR
VIM-2 inhibitor: blocks Pseudomonas aeruginosa VIM-2 metallo-beta-lactamase | purified VIM-2, nitrocefin hydrolysis, epi-absorbance fluorescence | inhibition, % at 5.6 µM | hit rate 0.89% among 290,000 | AID 1527;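 active = inhibition above the mean of all tested compounds plus 3 SD, cutoff set per screening run, cut at about 7.5% in these data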;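 also: red hydrolysis product quenches plate fluorescence so inhibitors raise well fluorescence; 0% = enzyme with DMSO and 100% = DMSO without enzyme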
HCV NS3 hel inh: blocks Hepatitis C virus NS3 helicase unwinding | NS3 helicase DNA unwinding, Cy5 molecular beacon fluorescence | AID 1800 | inhibition, % at 10.9 µM | hit rate 0.56% among 290,000;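 active = inhibition above the mean of all tested compounds plus 3 SD, set per campaign, cut at about 35% in these data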;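 also: 0% = DMSO wells and 100% = thioflavine S control wells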
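test system = hepatitis C virus NS3 helicase domain fragment enzyme | reagent = annealed dual-labelled DNA beacon duplex, ATP-started | times = 1 h at 25 °C | detection = Cy5 fluorescence, 0 and 60 min reads | read-out basis = percent inhibition from t60/t0 fluorescence ratio | control set = DMSO and thioflavine S | replication = one well per compound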
PHOSPHO1 inh: inhibitors of human PHOSPHO1 phosphatase. recombinant PHOSPHO1, absorbance phosphatase assay. hit rate 1.1% among 290,000. inhibition, % at 13.3 µM. AID 1565; in the data active = inhibition above about 60%
IMP-1 inh: inhibitors of Pseudomonas aeruginosa IMP-1 metallo-beta-lactamase | AID 1556 | inhibition, % at 5.6 µM | hit rate 0.45% among 290,000 | purified IMP-1, nitrocefin hydrolysis, epi-absorbance fluorescence;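 active = inhibition above the mean plus 3 SD of all compounds in the same screening run, cut at about 4.5% in these data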;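 also: 0% = IMP-1 with DMSO and 100% = DMSO wells lacking enzyme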
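System: Purified recombinant IMP-1 metallo-beta-lactamase enzyme | Measured by: Fluorescence quenching readout, ex 480/em 530 nm | Replication: Singlicate | Incubation: 15 min preincubation plus 25 min reaction at 25 °C | Evaluation: Percent inhibition from optical density relative to buffer-blank wells | Benchmarks: DMSO with and without IMP-1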
V1aR counter: activates human V1a receptor in oxytocin agonist counter-screen; P37288; CHO-V1R cells, Fluo-8 calcium fluorescence, agonist mode; 0% DMSO, 100% 3 nM vasopressin; activation, % at 3 µM; hit rate 0.25% among 320,000;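 active = activation above the mean activation of all tested compounds plus 3 SD, per screening run, cut at about 20% in these data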;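 also: signal is peak over basal fluorescence ratio across a 100 second FLIPR read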
* hit, by the source's call; · = no result given.

Preview, three compounds:
SMILES	OXTR agonist	FID counter	GPR7 antag	GalR3 antag	VIM-2 inhibitor	HCV NS3 hel inh	PHOSPHO1 inh	IMP-1 inh	V1aR counter
Cc1nn(-c2ccc(F)cc2)c(Cl)c1/C=C(\CC(=O)O)c1nc2ccccc2s1	2.9	-34.2	31.4*	-6.0	32.2*	34.9	36.3	7.9*	1.0
NC(=O)[C@H]1CC2(CC(c3cccc(NC(=O)c4ccccc4)c3)=NO2)CN1C(=O)[C@H]1CCC(=O)N1 (stereo partly specified)	0.4	-9.0	-4.2	-2.6	-1.4	2.8	33.8	-3.4	0.6
CCOC(=O)CC1=CC(C)(CC(=O)OCC)C(C#N)(C#N)C(N)=C1C#N (stereo unspecified)	0.6	-14.3	-8.4	-2.5	-3.0	7.9	25.3	-5.4	0.2

The listing, from the first entry:
SMILES	OXTR agonist	FID counter	GPR7 antag	GalR3 antag	VIM-2 inhibitor	HCV NS3 hel inh	PHOSPHO1 inh	IMP-1 inh	V1aR counter
Cc1nn(-c2ccc(F)cc2)c(Cl)c1/C=C(\CC(=O)O)c1nc2ccccc2s1	2.9	-34.2	31.4*	-6.0	32.2*	34.9	36.3	7.9*	1.0
NC(=O)[C@H]1CC2(CC(c3cccc(NC(=O)c4ccccc4)c3)=NO2)CN1C(=O)[C@H]1CCC(=O)N1 (stereo partly specified)	0.4	-9.0	-4.2	-2.6	-1.4	2.8	33.8	-3.4	0.6
CCOC(=O)CC1=CC(C)(CC(=O)OCC)C(C#N)(C#N)C(N)=C1C#N (stereo unspecified)	0.6	-14.3	-8.4	-2.5	-3.0	7.9	25.3	-5.4	0.2
O=C(O)c1cccc(NC(=O)c2ccc(CN3C(=O)c4ccccc4C3=O)cc2)c1	-1.4	-35.6	-7.0	-8.7	1.3	12.7	8.3	1.1	0.4
CSc1nc(C)c(CCOC(=O)c2cccc(C)c2)c(=O)[nH]1	-0.1	-5.2	0.0	-4.5	0.5	2.5	-34.0	0.2	1.3
CC(C)(C)C(=O)Cn1c(=N)n(Cc2ccccc2)c2ccccc21	-1.5	-6.3	-6.2	-4.3	-1.5	-9.5	-10.8	-2.2	0.6
CCc1nnc(SCc2ccc(CSc3nnc(CC)n3N)cc2)n1N	·	-2.6	-11.2	-3.0	-3.4	-4.3	35.7	-6.6	·
COc1ccccc1C(=O)NCCn1cc(SCC(=O)Nc2cc(C)on2)c2ccccc21	-0.3	-31.6	4.0	-6.5	-1.6	-9.7	19.4	2.7	1.8
CSc1nc(SCC(=O)NC(c2ccccc2)c2ccccc2)c2c3c(sc2n1)CN(C)CC3	-0.1	18.8	-13.4	-3.4	0.2	-92.8	13.5	0.8	0.8
Cc1ccccc1C(=O)N1CCN(c2ccc(NC(=O)c3ccccc3[N+](=O)[O-])cc2)CC1	0.0	-15.9	12.0	-2.5	-4.7	-0.2	-7.9	-4.3	0.8
Cc1[nH]n(-c2ccccc2)c(=O)c1/C=N/c1ccccn1	-0.7	5.4	-5.3	4.7	-1.1	-4.4	-23.1	-2.8	0.4
Cc1cc2oc(=O)cc(CN3CCN(S(=O)(=O)c4cccs4)CC3)c2cc1C(C)C	-1.4	0.7	-6.9	0.2	-1.5	3.1	14.1	-3.6	0.3
CCOC(=O)c1[nH]c(C)c(C(=O)N(CC)CC)c1C	0.4	-3.3	-2.5	0.0	-3.5	-1.9	-16.3	-1.7	0.4
O=C(CCNC(=O)c1ccccc1Cl)Nc1ccc(Br)c(C(F)(F)F)c1	7.0	-1.6	6.2	-5.7	1.1	6.2	-13.2	-1.0	9.5
CCOC(=O)CNC(=O)/C=C/c1c(Cl)cccc1Cl	-1.4	-0.9	10.2	-2.3	1.8	1.1	-4.6	-0.3	-1.0
CC(C)OC(=O)c1cccc2c1C(=O)c1ccccc1-2	-2.2	-4.0	-8.7	-7.1	10.2*	-7.9	-5.9	-0.9	-1.1
CCc1nn(CC(=O)N2CCN(Cc3ccc4c(c3)OCO4)CC2)c(=O)c2cc3occc3n12	·	-23.1	-6.9	3.1	4.9	0.0	-10.8	-1.4	·
CCOC(CNC(=O)CN1C(=O)COc2ccc(S(=O)(=O)N3CCCC3)cc21)OCC	0.5	-12.6	-26.2	0.0	-2.9	3.3	14.6	-1.8	0.2
Cn1c(=O)c2c(nc(CN3CCc4ccccc4C3)n2CCCO)n(C)c1=O	-0.3	1.1	-17.0	1.0	-2.5	1.0	-0.6	-3.5	0.1
COc1ccc(C(=O)NCc2cn3ccccc3n2)cc1	0.8	1.8	0.0	-1.3	0.0	-4.0	-124.8	-3.1	0.0
COc1cc(C2C(C#N)=C(N)N(c3cccnc3)C3=C2C(=O)CC(C)(C)C3)ccc1O (stereo unspecified)	0.5	-6.1	-9.1	-7.1	-2.4	6.0	3.0	-6.8	0.5
COc1cc(CN2CCC(C(=O)N3CCCC(C)C3)CC2)cc(Br)c1O (stereo unspecified)	1.1	6.9	-3.6	-2.6	-2.2	-9.5	16.7	-3.5	0.3
COc1ccccc1C1=NN(C(=O)c2ccccc2)C(c2ccc(Br)cc2)C1 (stereo unspecified)	-0.4	-9.5	-13.1	-8.3	3.6	1.9	24.8	1.1	0.7
Cc1ccc(Cn2c(C)c3cnn(CC(=O)NC4CCCC4)c(=O)c3c2C)cc1	0.1	-42.2	-3.9	·	-2.9	-8.6	12.3	-4.0	1.6
CN1CCN(Cc2nc(N)nc(Nc3ccc4c(c3)OCCO4)n2)CC1	0.3	5.7	4.3	-1.8	2.5	8.9	8.7	-0.3	-0.5
CSc1nc2ccc(NS(=O)(=O)c3ccc([N+](=O)[O-])cc3)cc2s1	1.9	8.6	-16.2	-0.3	-0.7	4.0	29.8	-0.3	3.1
COc1cc(/C(C)=N/NC(=O)Cc2c(C)[nH][nH]c2=O)ccc1O	0.0	-1.2	-10.1	-5.6	-1.6	11.4	-9.7	-1.3	-0.1
COc1ccccc1C(=O)NC(C)c1ccc(-n2ccnc2)cc1 (stereo unspecified)	-0.1	-11.0	-8.1	1.8	0.5	9.4	31.8	-5.7	0.1
COCCNC(=O)Cc1c(C)c2cc3c(cc2oc1=O)OC(C)(C)CC3	·	-19.6	-7.4	0.2	-0.1	-4.8	20.3	-3.2	·
CC(=O)NC(Cc1c[nH]c2ccccc12)C(=O)NCc1ccco1 (stereo unspecified)	1.2	-1.5	-1.4	-7.4	-2.2	13.7	-9.9	-3.3	-0.3
Clc1cccc(Cc2ccc(Cl)nn2)c1	-0.7	2.0	4.7	-4.6	-0.2	15.2	28.0	-2.9	-1.2
C=CCn1c(=O)/c(=C2/SC(C)=C(C)N2CC)s/c1=C1/C(=O)N(C)C(=S)N1c1ccccc1	·	-2.9	-8.9	·	-1.1	8.6	·	-0.4	·
O=c1oc2ccccc2c(Nc2ccccc2)c1[N+](=O)[O-]	0.0	1.8	-13.9	-3.2	0.2	-2.8	3.4	-3.0	0.4
Cc1cccc(NC(=S)N2CCN(C(=O)c3ccco3)CC2)c1C	1.1	-11.4	-1.7	-8.1	-3.5	-1.4	35.0	-3.6	3.4
CCc1nnc(NC(=O)c2nc(S(=O)(=O)Cc3ccccc3)ncc2Cl)s1	-1.1	-21.5	-10.6	-8.1	-4.8	1.5	16.9	-3.9	-0.2
COC(=O)c1cccc(N(CC(=O)NCC2CCCO2)C(=O)CCC(=O)Nc2cc(C)on2)c1 (stereo unspecified)	-0.4	-22.1	-5.8	-7.6	-3.2	1.7	20.0	-1.7	-1.2
Cc1c(OCC(=O)NC(Cc2ccc(Cl)cc2)C(=O)O)ccc2c3c(c(=O)oc12)CCC3 (stereo unspecified)	0.3	4.5	6.8	-5.4	6.1	29.3	13.5	-1.1	0.7
O=C1C2C3C=CC(CC3)C2C(=O)N1c1cccc(C(F)(F)F)c1 (stereo unspecified)	-1.0	-5.0	-9.5	-6.6	-1.1	7.5	14.1	-2.1	0.1
O=C(Nc1nc2ccccc2n1CCN1CCOCC1)c1ccccc1	-0.3	-16.1	-3.2	-9.7	-2.4	14.2	·	-0.3	-1.0
CCC1=Nc2cc(C(=O)NCC3CCCO3)ccc2Sc2ccc(Br)cc21 (stereo unspecified)	-2.1	-32.8	-9.0	-3.4	-1.9	-3.9	2.0	-0.4	0.6
COc1cccc(C=Nc2ccc3c(c2)CCC3)c1O	0.3	-3.8	-7.3	-10.2	0.6	-2.7	31.0	0.8	0.0
CCOC(=O)c1ccc(NCc2nc3ccccc3[nH]2)cc1	5.6	0.1	-9.7	·	-2.9	-1.9	-11.7	-1.9	5.7
Cn1c(CNC(=O)Nc2ccccc2Cl)nnc1SCc1ccccc1	-1.8	-25.6	-1.1	-1.6	-0.9	-4.9	12.7	0.3	-0.2
COc1cc(O)c(C(CCN2CCOCC2)c2ccc3c(c2)OCO3)c(OC)c1 (stereo unspecified)	3.5	·	·	-8.9	·	·	-0.6	·	1.6
COc1ccc(NC(=O)C2CCC(=O)N2C(=O)OCc2ccccc2)cc1 (stereo unspecified)	-1.1	-18.6	-2.8	-7.7	-0.6	18.0	-0.1	-2.6	0.3
Cc1cc(C)cc(C(=O)N/N=C/c2ccoc2)c1	-1.5	-7.7	6.7	-5.7	-5.0	4.0	14.7	-3.2	-0.5
Nc1ccccc1Sc1ccc(C(=O)c2ccccc2C(=O)O)cc1[N+](=O)[O-]	0.8	-9.5	-15.5	1.9	-1.5	19.9	-19.0	-2.8	0.4
NC(=O)CSc1nc2c(sc3ccccc32)c(=O)n1CCCC(=O)NCC1CCCO1 (stereo unspecified)	-0.4	-9.2	-19.0	-3.8	-3.2	0.1	18.9	-2.7	0.7
Cn1cc(C2CC(c3ccccc3)=NN2C(=O)c2ccccc2)c2ccccc21 (stereo unspecified)	0.2	-5.5	-2.6	-9.2	-3.1	-2.8	2.5	0.0	1.4
O=C(CSc1n[nH]c(-c2cccs2)n1)N1CCCc2ccccc21	1.0	-21.3	-5.8	-6.3	-0.6	-1.9	0.1	-3.5	0.6
CCN(CC(=O)Nc1cc(Cl)ccc1C)c1ncnc2sc(C)c(C)c12	-0.8	-8.6	22.8*	-5.0	1.3	10.6	1.6	0.6	2.2
CN1CCN(C(=O)c2ccc(CS(=O)(=O)c3c(Cl)cccc3Cl)o2)CC1	1.9	-0.2	-13.4	-1.4	-3.6	1.9	4.1	-5.2	0.2
Cn1c(SCC(=O)NCc2ccccc2)nc2ccccc21	-1.9	-12.0	-12.8	-2.4	-3.4	-5.2	47.1	-6.2	-0.5
Cc1ccc(S(=O)(=O)N2CCC(N3CCCCCC3)CC2)cc1	0.3	-9.1	-2.9	-1.8	-1.7	-5.3	-10.5	-2.3	-0.8
O=C(Nc1ccon1)c1csc2ccccc12	0.2	-2.8	1.3	-0.5	-1.0	-0.6	-14.1	-3.2	-0.8
O=C(Nc1nc(-c2ccc(F)cc2)cs1)C1CCCO1 (stereo unspecified)	-0.2	-1.8	-2.3	4.2	-1.4	3.9	-4.0	-1.2	3.1
Cn1ccsc1=NC(=O)c1ccccc1OC(F)F	-0.6	-2.4	-10.2	-0.9	-1.9	-4.3	19.8	-2.5	1.2
